High-throughput results (PubChem BioAssay)
PostGolgi ctrl = inhibits growth of the yeast control strain; efflux-deficient yeast background strain, growth absorbance A615, 16 h; inhibition, % at 10 µM; 98,000 compounds, 5% hits; AID 738
sEH activator = soluble epoxide hydrolase (human) activation; P34913; purified human sEH enzymatic activity, activator screen; activation, % at 2 µM; 91,000 compounds, 0.04% hits; in the data active = activation above about 37%; note: values of inactives mirror those of a sister screen read the other way
S1P2 ag = agonists of human S1P2 receptor; 97,000 compounds, 0.46% hits; activation, % at 4.5 µM; O95136; S1P2-expressing cell line, agonist reporter read-out; in the data active = activation above about 16%;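 note: 0% = vehicle low control and 100% = maximal reference agonist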
Target sequence (O95136 whole entry, looked up): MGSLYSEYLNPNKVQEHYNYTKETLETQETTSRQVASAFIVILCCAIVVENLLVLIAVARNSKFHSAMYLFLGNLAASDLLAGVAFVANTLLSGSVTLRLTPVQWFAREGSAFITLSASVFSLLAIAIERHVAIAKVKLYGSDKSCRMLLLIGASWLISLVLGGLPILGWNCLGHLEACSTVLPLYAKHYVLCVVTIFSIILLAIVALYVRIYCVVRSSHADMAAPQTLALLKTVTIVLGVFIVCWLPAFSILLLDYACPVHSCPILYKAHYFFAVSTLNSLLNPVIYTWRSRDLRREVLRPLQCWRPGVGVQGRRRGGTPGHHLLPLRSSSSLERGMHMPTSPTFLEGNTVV
hDAT+cocaine = changed human dopamine transporter uptake under cocaine IC80. Q01959. LLC-PK1 hDAT cells, [14C]-dopamine uptake with cocaine IC80; actives deviate in either direction. B-score at 10 µM. 110,000 compounds, 1.3% hits;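 active = Z score or B-score, a plate-position-corrected score, falls beyond the plate's 99.7% confidence bounds, in either direction; inactive = both scores lie inside the 99.7% bounds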;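 note: scored against the spread of the other compound wells on the same plate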
S1P2 antag = blocks the human S1P2 receptor; O95136; cell-based S1P2 antagonist assay, inhibition at 5 uM; inhibition, % at 5 µM; 97,000 compounds, 0.21% hits; AID 736; in the data active = inhibition above about 45%;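 note: CRE beta-lactamase reporter cells expressing human S1P2 stimulated with S1P; 0% = agonist at EC80 alone and 100% = agonist plus reference antagonist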
PostGolgi yeast = growth inhibition of a yeast mutant, post-Golgi transport screen; inhibition, % at 10 µM; post-Golgi transport phenotypic cell assay; 98,000 compounds, 0.9% hits;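 note: yeast cells grown in 1536-well plates; yeast grown about 18 h at 30C before absorbance read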
sEH inh = soluble epoxide hydrolase (human) inhibition. P34913. recombinant human sEH enzymatic activity assay. inhibition, % at 2 µM. 91,000 compounds, 0.34% hits; in the data active = inhibition above about 80%; note: values of inactives mirror those of a sister screen read the other way; many of its hits are not listed in these tables
CYP2C19 activ = cytochrome P450 2C19 (human) activation. P33261. recombinant CYP2C19, luciferin-H EGE luminescence; stronger effect = higher value; 0 = fully inhibited enzyme, 1 = untreated enzyme. activation factor at 5 µM. 96,000 tested, under 10 active. AID 1025;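 active = activation factor of at least 2 at 5 µM in the primary screen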;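 note: 0 = wells with 2.5 mM tranylcypromine and 1 = vehicle-only wells; values of inactives mirror those of a sister screen read the other way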
Target sequence (P33261 whole entry, looked up): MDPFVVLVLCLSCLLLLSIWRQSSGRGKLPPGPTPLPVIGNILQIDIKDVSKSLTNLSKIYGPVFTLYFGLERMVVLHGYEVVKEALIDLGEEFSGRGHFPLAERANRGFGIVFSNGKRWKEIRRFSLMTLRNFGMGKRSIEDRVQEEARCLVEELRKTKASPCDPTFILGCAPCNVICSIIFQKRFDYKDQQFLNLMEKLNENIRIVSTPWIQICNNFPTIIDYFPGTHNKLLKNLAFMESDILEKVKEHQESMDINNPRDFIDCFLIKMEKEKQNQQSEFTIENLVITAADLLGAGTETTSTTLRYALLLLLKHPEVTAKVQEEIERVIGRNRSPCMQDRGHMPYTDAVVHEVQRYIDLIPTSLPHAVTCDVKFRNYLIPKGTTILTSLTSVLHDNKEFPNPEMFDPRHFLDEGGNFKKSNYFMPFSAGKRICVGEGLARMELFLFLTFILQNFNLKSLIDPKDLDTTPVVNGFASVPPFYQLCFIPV
CYP2C19 inhib = human CYP2C19 inhibition; inhibition, % at 5 µM; CYP2C19 Supersomes, luciferin-H EGE luminescence, 30 min; P33261; 96,000 compounds, 21% hits; AID 778;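 active = CYP2C19 inhibition above a set limit at 5 µM in the primary screen, cut at about 50% in these data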;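 note: plate controls were negative control wells for no effect and 2.5 mM tranylcypromine positive control for full effect; values of inactives mirror those of a sister screen read the other way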
The depositor's hits bear a star; · = not tested or not shown. Cut-off read from the data, not from the text of the source, unless noted: active = inhibition above about 30%; inactive = the rest.

SMILES | PostGolgi ctrl | sEH activator | S1P2 ag | hDAT+cocaine | S1P2 antag | PostGolgi yeast | sEH inh | CYP2C19 activ | CYP2C19 inhib
COc1ccc(NC(=O)C2CCCN(S(=O)(=O)c3cccc4cccnc34)C2)cc1OC (centres undefined) | -1.1 | -9.8 | -6.3 | -0.0457 | -4.5 | -1.8 | 9.0 | 0.9 | 13.8
O=C1C(Cl)=C(N2CCCCC2)C(=O)N1c1ccccc1Cl | 22.1 | -12.9 | -7.2 | -0.116 | -0.8 | -2.2 | 15.2 | 0.7 | 32.4
CC(C)Oc1ccc(NC(=O)C2CCCNC2=O)cc1 (centres undefined) | 13.3 | -12.2 | -3.6 | 0.26 | 12.7 | 18.7 | 12.2 | 1.1 | -9.2
Cc1cc(OCCn2cc(/C(N)=N/O)c3ccccc32)ccc1Cl | 8.8 | -5.4 | -9.7 | -0.0298 | -14.6 | 13.6 | 2.6 | 0.6 | 37.6
O=S(=O)(NCCc1ccc2c(c1)OCCO2)c1cccs1 | 2.2 | 1.5 | -7.5 | -2.17 | 6.3 | -8.2 | -0.8 | 0.6 | 42.6
Cc1ccc(C(c2ccc(C)o2)c2cccc([N+](=O)[O-])c2O)o1 | 15.7 | -4.3 | -5.8 | -0.284 | -4.1 | 3.0 | 5.5 | 1.1 | -8.1
CC1(C)C(=O)N(OCc2ccccc2)C(C)(C)C(=O)N1OCc1ccccc1 | 12.7 | 3.4 | -1.0 | · | 6.8 | 4.1 | -0.6 | 0.4 | 57.2*
C=C(C)CSc1nnc(-c2cccc(S(=O)(=O)N(C)C)c2)n1-c1cc(OC)ccc1OC | 19.2 | 21.0 | -0.3 | -0.0698 | -8.0 | -3.7 | -16.8 | 0.1 | 85.6*
COc1ccc(NC2=NCC(=O)N2Cc2cccs2)cc1 | -2.5 | -8.3 | -0.6 | -0.282 | -5.6 | -5.3 | 10.9 | 0.6 | 37.3
CCOc1cc(/C=N\NC(=O)c2ccc(NC(=O)C(C)(C)C)cc2)ccc1OC(=O)c1cccc(C)c1 | 5.0 | 7.6 | -10.5 | 0.419 | 30.5 | -4.5 | -6.4 | 1 | -0.4
Nc1nc(-c2cccs2)cs1 | 1.4 | 3.3 | -8.2 | 0.261 | 13.9 | -23.9 | 0.2 | 0.8 | 20.4
O=C(CCN1C(=O)COc2ccccc21)NCc1cccnc1 | 4.7 | 2.9 | -5.5 | 0.655 | 1.1 | -5.5 | -0.3 | · | ·
Nc1ccccc1-c1nnc(SCc2ccccc2Cl)[nH]c1=O | 37.5* | -5.0 | -1.6 | -0.555 | -16.3 | -7.0 | 6.9 | 0.6 | 43.2
CN(C(=O)CCc1nc2ccccc2s1)c1ccccc1 | 21.3 | -7.9 | -4.5 | -0.0425 | -0.9 | -2.1 | 7.5 | 0.3 | 70.1*
Cc1cc(Cl)cc(C)c1OCCCCN1CCOCC1 | -1.7 | -10.0 | -1.0 | 0.902 | 5.0 | 34.9* | 12.6 | 0.5 | 54.1*
CC(=O)N1CCN=C1SCc1ccc(C)cc1 | 9.9 | · | · | 0.269 | · | -2.7 | · | 0.7 | 33.8
Cc1cc(C)c2c(C)nn(-c3ccccc3)c2n1 | 4.1 | -3.5 | -3.3 | -2.12 | -45.7 | -7.4 | 4.9 | 0.9 | 10.4
O=C(CN1CCN(C(c2ccccc2)c2ccccc2)CC1)N1CCOCC1 | -2.5 | · | -2.0 | -0.0123 | 18.9 | -5.3 | · | 0.9 | 11.7
CC1CC(C)CN(CCCNC(=O)CCNC(=O)Cn2ccc3ccccc3c2=O)C1 (centres undefined) | -0.3 | 2.6 | -2.3 | 2.08 | -10.3 | -4.9 | -5.1 | 0.9 | 8.2
CCCc1ccc(Oc2cc(C)nc(N3CCOCC3)n2)cc1 | 10.2 | · | -4.7 | -0.493 | -14.9 | 2.7 | · | 0.8 | 15.2

Sorted by value in S1P2 antag (largest number first): 3 from the list above.
SMILES,S1P2 antag
CCOc1cc(/C=N\NC(=O)c2ccc(NC(=O)C(C)(C)C)cc2)ccc1OC(=O)c1cccc(C)c1,30.5
CC(C)Oc1ccc(NC(=O)C2CCCNC2=O)cc1 (centres undefined),12.7
O=C(CCN1C(=O)COc2ccccc21)NCc1cccnc1,1.1

Additional structures:
SMILES | PostGolgi ctrl | sEH activator | S1P2 ag | hDAT+cocaine | S1P2 antag | PostGolgi yeast | sEH inh | CYP2C19 activ | CYP2C19 inhib
Cc1ccsc1C(=O)NC(C)c1ccc2c(c1)OCO2 (centres undefined) | · | -9.1 | -1.2 | 0.0332 | -10.5 | · | 11.3 | · | ·
Cc1cc(C(=O)COc2nncc3ccccc23)c(C)n1C | -0.3 | -8.4 | -2.7 | -0.369 | 5.0 | 16.0 | 8.1 | 1.1 | -5.1
CSc1ccc(S(=O)(=O)NC2CCCCC2)cc1 | 10.7 | 3.5 | -1.4 | 0.229 | -12.4 | -9.2 | -4.8 | 0.1 | 88.8*
CN(C(=O)c1ccco1)c1nnc(C23CC4CC(CC(C4)C2)C3)s1 | 25.8 | 2.6 | -4.0 | -0.479 | 15.7 | 3.5 | -3.5 | 0.9 | 9.3
N#Cc1c(-c2ccco2)cc(-c2cccnc2)nc1N | 3.6 | 15.3 | 11.5 | 0.15 | -13.2 | -2.8 | -15.8 | 0.7 | 29.7
O=C(COc1ccccc1)Nc1ccccc1N1CCCCC1 | 11.2 | 9.4 | -2.8 | 0.311 | -4.1 | 13.7 | -10.3 | 0.3 | 65.9*
COc1cccc(OCC(O)CN2CCC(Cc3ccccc3)CC2)c1 (centres undefined) | 3.5 | -1.2 | -2.1 | -1.31 | -13.2 | 4.8 | 0.7 | 1 | -4.3
O=C(Nc1ccc(N2CCOCC2)cc1)Nc1cnsn1 | 5.3 | -14.1 | -6.8 | -0.049 | 6.0 | 10.2 | 13.7 | 1 | 2.1
CCCCC(=O)NC1(C(F)(F)F)C(=O)N(CC(C)C)C2=C1C(=O)CC(C)(C)C2 (centres undefined) | 31.0* | -5.0 | -4.6 | -1.63 | -1.4 | -4.4 | 6.7 | 0.9 | 8.9
NC(=O)C1CCN(C(=O)CSc2nc3ccccc3s2)CC1 | 11.4 | 1.9 | -3.5 | -0.78 | -2.2 | 4.7 | 0.3 | 0.9 | 8.4
O=C(CSc1nnc(-c2ccc(S(=O)(=O)N3CCCC3)cc2)n1CC1CCCO1)NC1CC1 (centres undefined) | -2.1 | -4.4 | -4.0 | 0.288 | 18.4 | 24.7 | 3.6 | 1.2 | -17.3
CCN(CC)S(=O)(=O)c1ccc(Oc2ccccc2)cc1 | 5.1 | -0.7 | -7.5 | -0.332 | -7.8 | 5.8 | 3.0 | 0.7 | 28.4
O=C(Nc1cnccn1)c1cccnc1 | -0.1 | 5.6 | -1.6 | -1.25 | 6.8 | -0.2 | -0.2 | 1 | -4.8
Cc1ccc(S(=O)(=O)N2CCN(CC(=O)NC3CCCc4ccccc43)CC2)c(C)c1 (centres undefined) | 32.7* | -9.8 | -2.1 | 1.32 | -2.6 | 0.3 | 12.2 | 0.5 | 51.6*
COc1ccc(CC(=O)NC2=NCCS2)cc1 | -4.7 | -10.9 | -5.3 | 0.0273 | 16.9 | 0.6 | 12.5 | 0.2 | 76.5*
COc1ccccc1NC(=O)Cc1noc(CSc2nnc(C)s2)n1 | -3.7 | 9.4 | -5.1 | -0.233 | 0.1 | 2.5 | -9.0 | 0.7 | 34.5
CC(C(=O)N1CCCc2ccccc21)N1CCN(S(=O)(=O)c2ccccc2F)CC1 (centres undefined) | 15.0 | -1.9 | -4.0 | -0.2 | -3.6 | 1.6 | 3.8 | 0.5 | 46.5
Cc1noc(C)c1S(=O)(=O)N1CCCC(C(=O)Nc2cccnc2)C1 (centres undefined) | 6.5 | -3.8 | -1.9 | 0.116 | -7.9 | 7.5 | 5.8 | 1 | 3.5
Cc1nn(Cc2ccc(Cl)c(Cl)c2)c(C)c1NC(=O)c1cc(CC(C)C)on1 | 11.3 | · | · | -0.0399 | · | -1.1 | · | 0.3 | 73.6*
CCC(=O)N1CCc2cc(Br)cc(S(=O)(=O)CC(=O)OC)c21 | -8.7 | -8.9 | -10.2 | -0.307 | 11.6 | 1.3 | 9.6 | 1 | 0.5

The list goes on.
SMILES | PostGolgi ctrl | sEH activator | S1P2 ag | hDAT+cocaine | S1P2 antag | PostGolgi yeast | sEH inh | CYP2C19 activ | CYP2C19 inhib
Cc1nnc(C)n1/N=C/c1cccc(Oc2ccccc2)c1 | 6.1 | 1.2 | -5.8 | 0.596 | 10.1 | -0.8 | 2.5 | · | ·
COC(/C=C/Nc1ccc(OC)cc1)=C(C#N)C#N | 30.8* | 13.2 | 0.8 | -1.3 | 18.9 | 0.2 | -14.4 | 1.1 | -14.2
CN1C(=O)CC(C(=O)O)SC1=Nc1cccc(C(F)(F)F)c1 (centres undefined) | -0.6 | -4.2 | -5.0 | 0.117 | 9.1 | -3.9 | 5.3 | · | ·
O=C1CC(c2cc(Br)ccc2F)c2cc3c(cc2N1)CCC3 (centres undefined) | 34.6* | 1.0 | 0.4 | 0.373 | 7.2 | 1.9 | 1.0 | 1.1 | -8.2
Cc1nn(-c2ccccn2)c2c1C(c1ccncc1)C1=C(CC(C)(C)CC1=O)N2 (centres undefined) | 7.5 | 3.8 | 3.9 | -0.0253 | -19.5 | 4.7 | -0.7 | 0 | 98.7*
CCOC(=O)CSc1cc(C(F)(F)F)nc(-c2ccccn2)n1 | 8.0 | 2.8 | -9.2 | -0.159 | -17.4 | 13.0 | 0.1 | 1.1 | -9.0
CC1(c2ccc(OC(F)F)cc2)NC(=O)N(CC(=O)Nc2ccc3c(c2)OCO3)C1=O (centres undefined) | 0.3 | -2.2 | -4.7 | 1.59 | 7.1 | 4.9 | 1.0 | 1 | -4.0
Cc1cccc(-n2ncc3c(NCCCn4ccnc4)ncnc32)c1 | 13.6 | 2.3 | -7.6 | 1.3 | 9.8 | -0.2 | -3.3 | 0.1 | 90.5*
CCn1c(SCC(=O)NCCc2ccc(OC)c(OC)c2)nc2c1c(=O)n(C)c(=O)n2C | -2.2 | · | -0.5 | 0.364 | 5.9 | 23.6 | · | 0.9 | 9.2
O=C(CN1CCOCC1)OCCCC1CCCCC1 | 6.9 | · | 0.8 | 1 | -7.8 | 13.0 | · | 0.3 | 72.7*
CCSc1nnc2c(n1)OC(c1ccc(C(=O)O)cc1)N(C(C)=O)c1ccccc1-2 (centres undefined) | 2.3 | · | -4.4 | 0.0418 | -3.3 | -1.4 | · | 1.1 | -8.0
CN1CCN(C(=O)CCCOc2ccc(Cl)cc2Cl)CC1 | 6.7 | 3.7 | -1.3 | 0.5 | 4.0 | -7.5 | -3.2 | 0.3 | 66.7*
Cc1cc(C)c(NC(=O)CSc2nc3c(c(=O)n2C)SC(C)C3)c(C)c1 (centres undefined) | 31.2* | 2.7 | -3.5 | 0.0227 | 16.7 | -1.6 | -2.7 | 0.7 | 32.4
COCCn1c(SCC(=O)Nc2cc(C)cc(C)c2)nnc1C(C)C | 30.0* | 3.3 | -1.5 | -0.00187 | -9.1 | -3.8 | -4.7 | 0.4 | 60.7*
CCOC(=O)C1CCN(C(C)=C2C(=O)c3ccccc3C2=O)CC1 | 1.9 | -1.2 | -6.0 | -1.26 | 10.8 | 16.2 | 2.5 | 1 | 4.9
COc1ccc(CCCc2nnc(SCC(=O)Nc3nc(C)cs3)n2C)cc1C | 2.7 | -3.1 | -9.3 | 0.608 | 13.4 | -0.9 | 2.1 | 0.6 | 36.2
COc1ccc(S(=O)(=O)Nc2ccc(S(=O)(=O)Nc3ccc(F)cc3)cc2)cc1C | · | 5.5 | -3.1 | 1.26 | 7.0 | · | -0.1 | · | ·
C=CCN(C(=O)CN1CCOCC1)c1nc(C)c(-c2ccccc2)s1 | 7.3 | · | · | 0.0978 | · | -4.8 | · | 0.3 | 69.5*
COCc1nnc(NC(=O)CCCOc2ccccc2OC)s1 | -5.0 | -3.2 | -3.6 | -0.00103 | 21.7 | 6.5 | 2.7 | 0.7 | 26.4

Compounds as they come; about 24% have a hit in one of these screens.
